Screens deposited in PubChem by National Center for Advancing Translational Sciences (NCATS).
D3 antag: antagonists of human D3 dopamine receptor; max response, negative = inhibition, %; hit rate 2.5% among 360,000; D3R cells, DiscoveRx beta-arrestin luminescence, antagonist mode; hits give low values; P35462; AID 652054; in the data active = max response below about -50%; inconclusive = no clear call, values can overlap the other calls; also: % is scaled to controls: 0 for no effect and ±100 for the full control effect; mostly tested at two doses, the higher about 12 µM
Target sequence (P35462 whole entry, looked up): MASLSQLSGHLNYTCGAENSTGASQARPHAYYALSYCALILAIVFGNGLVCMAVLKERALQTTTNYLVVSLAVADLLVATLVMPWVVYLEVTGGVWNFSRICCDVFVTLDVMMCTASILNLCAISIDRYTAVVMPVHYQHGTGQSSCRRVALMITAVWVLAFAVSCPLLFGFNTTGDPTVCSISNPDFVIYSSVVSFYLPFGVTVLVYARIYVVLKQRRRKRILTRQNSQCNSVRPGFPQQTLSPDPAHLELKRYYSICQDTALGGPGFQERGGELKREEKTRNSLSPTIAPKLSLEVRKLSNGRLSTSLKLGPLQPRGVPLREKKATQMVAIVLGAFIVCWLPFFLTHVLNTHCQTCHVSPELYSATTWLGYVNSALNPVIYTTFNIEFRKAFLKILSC
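Cells plated overnight at 1500 cells/well, then exposed to library compounds with dopamine controls for 90 minutes at 37 degrees C. DiscoveRx reagent added for 30–60 minutes at room temperature; luminescence read, quantitative HTS format.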
DRD3 agonist: D3 dopamine receptor (human) agonism | P35462 | D3R DiscoveRx beta-arrestin cells, luminescence, 90 min | max activation, % | hit rate 0.58% among 410,000; in the data active = max activation above about 30%; also: 0% is about no effect; mostly tested at two doses, the higher about 12 µM
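Cells at 1500/well, incubated overnight, then treated with pinned compounds (dopamine as control) for 90 min at 37 degrees C. DiscoveRx reagent added for 30 - 60 minutes at room temperature; luminescence read.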
CCT modulator: changes cytosolic chaperonin activity | purified chaperonin ATPase assay, HTRF ADP detection, 30 min | activity change, % (test concentration not listed), hits read low | hit rate 0.3% among 360,000 | AID 651819; in the data active = activity change below about -30%; also: % is scaled to controls: 0 for no effect and ±100 for the full control effect
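Enzyme 40 or 20 nM (batch-dependent) in Tris pH 7.4/KCl/MgCl2/DTT; cpd 76 uM single point; ATP 10 uM; 30 min 37 °C; Transcreener ADP HTRF detection, 30 min RT; ratio 665/615.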
EPAC2 ag: activates human EPAC2 exchange factor | hit rate 0.079% among 360,000 | EPAC2 activation, biochemical qHTS; response scale: 100% = 6.5 mM cAMP response | Potency, µM (doses to about 154 µM), without a hit: at the highest dose activation, actives largely listed as activators | AID 720711; also: potency is read from the fitted curve at half-maximal effect; nearly all actives have a fitted effect of over 50% in size
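Compounds were added across a concentration range to EPAC2 (100 nM), RAP1B-BODIPY-GDP (250 nM) and GDP (50 uM). After 5 min at room temperature, fluorescence was recorded at 5-min intervals for 30 min.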
EPAC2 antagonist: EPAC2 (human) antagonism. Q8WZA2. EPAC2 GEF exchange of Rap1B-BODIPY-GDP, fluorescence. Potency, µM (highest dose often 114 µM), for the others: at the highest dose activity, negative = inhibition, usual class: inhibitors. hit rate 0.18% among 360,000; also: potency is read from the fitted curve at half-maximal effect; % is scaled to controls: 0 for no effect and ±100 for the full control effect; nearly all actives have a fitted effect of over 45% in size; many of its hits are not listed in these tables
MmCpn inh: blocks the Methanococcus maripaludis chaperonin Mm-Cpn; purified Mm-Cpn ATPase, ADP Transcreener TR-FRET; Potency, µM (highest dose often 76.9 µM), without a hit: top-dose activity, negative = inhibition, actives largely listed as inhibitors; hit rate 0.031% among 330,000; also: potency is read from the fitted curve at half-maximal effect; % is scaled to controls: 0 for no effect and ±100 for the full control effect; nearly all actives have a fitted effect of over 80% in size
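ATPase read-out: TR-FRET ADP immunoassay (anti-ADP Eu cryptate vs ADP-d2), ex 320 nm, em 590/665 nm; signal drops as ADP forms. Enzyme 25 nM, ATP 10 uM, 30 min at 37°C after 10 min compound preincubation.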
PTHR1 agonist: agonists of human PTHR1 parathyroid hormone receptor; Potency, µM (top dose mostly 115 µM), without a hit: at the highest dose activation, hits mostly activators; Q03431; AID 743266; hit rate 0.075% among 410,000; HEK293 GP2 PTHR1 cells, GloSensor cAMP luminescence, 1 h; also: potency is read from the fitted curve at half-maximal effect; nearly all actives have a fitted effect of over 55% in size; some results filed as inactive show a strong effect at the top dose; inactives centre near -15; many of its hits are not listed in these tables
Target sequence (Q03431 whole entry, looked up): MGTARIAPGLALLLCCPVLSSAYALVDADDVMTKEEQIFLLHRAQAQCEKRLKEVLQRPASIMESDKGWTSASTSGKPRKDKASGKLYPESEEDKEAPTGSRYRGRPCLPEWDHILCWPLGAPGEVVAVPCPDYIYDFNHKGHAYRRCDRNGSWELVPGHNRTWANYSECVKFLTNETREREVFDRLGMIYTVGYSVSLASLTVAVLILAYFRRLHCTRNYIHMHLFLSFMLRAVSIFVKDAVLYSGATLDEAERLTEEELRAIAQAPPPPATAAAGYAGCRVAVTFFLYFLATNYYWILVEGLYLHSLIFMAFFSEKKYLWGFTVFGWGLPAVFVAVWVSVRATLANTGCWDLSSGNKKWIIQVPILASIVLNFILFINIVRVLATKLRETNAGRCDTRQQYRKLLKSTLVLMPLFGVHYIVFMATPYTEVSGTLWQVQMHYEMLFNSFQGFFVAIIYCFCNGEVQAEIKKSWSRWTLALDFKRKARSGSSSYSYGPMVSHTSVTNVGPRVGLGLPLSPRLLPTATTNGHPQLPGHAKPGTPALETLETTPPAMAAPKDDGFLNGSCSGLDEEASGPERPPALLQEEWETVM
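HEK-293-derived GP2 cells expressing PTHR1 and a GloSensor cAMP reporter, 3,000/well, plated overnight, given luciferin plus IBMX (each 0.5 mM as added) for 1 h at 37 °C, then compound for 1 h at 37 °C. Luminescence was read after 15 min at room temperature.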
Akt phos inh: inhibitors of Akt phosphorylation; hit rate 0.32% among 360,000; activity change, % for hits at 50 µM; Neuro2A IGF-stimulated pAkt S473 HTRF, 20 min; hits give low values; AID 651550; in the data active = activity change below about -80%; inconclusive = mostly about -51% to -80%; also: % is scaled to controls: 0 for no effect and ±100 for the full control effect
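Neuro2A cells in DMEM with 0.5% FBS, overnight at 37 deg C, given compound at single 50 µM final, then IGF (6 nM final) for 20 min at 37 deg C. Lysed; phospho-Akt Ser473 by HTRF after 24 h, 665/615 ratio.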
* = called active by the depositor; i = inactive; ? = inconclusive; nt = not tested or not shown; & = joins results of further samples; [ ] = dose if it differs, or a comment. Unless noted, calls follow the shape of the dose curve; as a rule, active = well fitted curve in the direction sought with a large enough effect; inconclusive = small, poorly fitted or top-dose-only effect, or another doubt; inactive = no such curve, though single readings can be large; an effect the other way counts as inactive or inconclusive.

cpd | mol | D3 antag | DRD3 agonist | CCT modulator | EPAC2 ag | EPAC2 antagonist | MmCpn inh | PTHR1 agonist | Akt phos inh
1 | COc1ccc(S(=O)(=O)NC(CC(=O)N2CCC3(CC2)OCCO3)C(C)C)cc1 (configuration not stated) | -14.2 | -14.8 | 3.9 | 6.4% | 4.2% | 1.5% | i | i
2 | COc1ccc(N2C(=O)/C(=C/c3ccc(C)o3)C(=O)NC2=S)cc1 | -4.3 | -3.4 | 0.9 | 8.0% | 11.6% | -4.6% | i | i
3 | CCOc1ccccc1NC(=O)Cn1c(=O)oc2ccccc21 | -14.8 | -0.3&5.7 | -0.4 | 12.8% | 3.3% | -0.9% | ? | i
4 | COC(=O)C1=C(c2ccc(OC(F)(F)F)cc2)C[C@@H]2CC[C@H]1N2C(=O)NCc1cc(C)oc1C(F)(F)F | 5.1 | -3.2 | 0.8 | -12.1% | -5.9% | 0.6% | -54.9%[inhibitor] | i
5 | O=S(=O)(NC1CCCCC1)OCC(Cl)(Cl)Cl | -10.1 | -8.2 | -1.5 | -2.4% | -24.8% | -1.5% | -18.7% | i
6 | CCOP(=O)(OCC)C(NC(=O)c1ccc(OC)cc1)C(Cl)(Cl)Cl (configuration not stated) | 10.5 | 3.5 | -0.4 | 2.2% | 2.3% | -2.4% | i | i
7 | Cc1ccc(-c2nc3ccccc3c(=O)n2-c2cccnc2)cc1 | 14.9 | 6.2 | 0.9 | 1.0% | -12.7% | -1.2% | -14.2% | i
8 | O=C(OCc1ccccc1)N1CCC2CC1c1cc(N3Cc4ccccc4-n4nncc4C3)ccc12 (configuration not stated) | -2.2 | 1.0 | 0.5 | 5.7% | 3.3% | nt | -85.5% | i
9 | CCCCC1(CCCC)C(=O)NC(=Nc2cccc(C)c2)NC1=O | ? | 1.5 | -1.3 | -0.1% | 3.2% | 0.9% | -38.7%[inhibitor] | i
10 | COC(=O)C1=C(c2c(C)noc2C)C[C@@H]2CC[C@H]1N2C(=O)N1CCCCC1 | 7.1 | 0.5 | 0.0 | 6.3% | -1.2% | 1.5% | -18.9% | i
11 | O=P(/C=C1\OCc2ccccc21)(Oc1ccccc1)Oc1ccccc1 | 9.6 | 6.3 | nt | 10.4% | -23.3% | nt | -9.1% | i
12 | COc1ccc(C2c3c(nc(C)[nH]c3=O)Oc3c2c(=O)oc2ccccc32)cc1 (configuration not stated) | -4.4 | 1.4 | -2.7 | 5.2% | -15.0% | 1.2% | i | i
13 | CN(Cc1ccccc1)C1CCCN(C(=O)COc2ccccc2Cl)C1 (configuration not stated) | -15.6 | -5.5 | -4.3 | 3.8% | -6.0% | 0.3% | i | i
14 | CCOC(=O)c1cc2c(cn1)[C@@H](CCO)NC2 | 0.0 | -40.4 | 2.2 | 2.7% | 2.9% | nt | -2.4% | i
15 | CCCCn1nnnc1C(C1CC1)N1CCC2(CC1)C(=O)NCN2c1ccccc1 (configuration not stated) | -3.7 | -10.2 | 0.8 | -1.9% | 6.3% | nt | -19.6% | i
16 | COc1cc(CN2CC(C)OC(C)C2)cc(OC)c1 (configuration not stated) | -2.4 | -13.8 | 3.8 | 1.6% | -8.7% | nt | ? | i
17 | O=C(c1ccc(C(F)(F)F)cc1)C1CCCN(C2CCSCC2)C1 (configuration not stated) | -57.4* | -17.5 | -2.3 | -0.3% | 1.0% | -3.1% | i | i
18 | CN(Cc1cccc(-c2cccnc2)c1)C(=O)Oc1ccc([N+](=O)[O-])cc1 | 18.9 | 2.8 | -5.6 | 14.6% | -8.1% | nt | i | i
19 | CCOC(=O)c1cc2ccccc2n1C1CCN(Cc2ccccc2)CC1 | -115.7* | -14.8 | -1.3 | 10.4% | -0.5% | nt | 19.8% | i
20 | CC(=O)O[C@H]1CC[C@@]2(C)C(=CC[C@@H]3[C@@H]2CC[C@]2(C)C(=O)CC[C@@H]32)C1 | ? | -24.1&10.2 | -1.1 | -1.1% | 4.9% | -0.1% | -4.5% | i
21 | C=CC[C@H](CC(=O)N(CCO)Cc1ccccc1)C(=O)NC[C@H](OC(=O)[C@@H](CC=C)CC(=O)OC(C)(C)C)c1ccccc1 | -13.5 | -11.1 | -1.1 | -7.7% | -19.9% | 0.8% | -33.8% | i
22 | CN1CCc2cc(O)cc3c2[C@H]1Cc1ccc(O)c(O)c1-3 | -84.0* | -32.5 | 0.2 | 2.7% | -12.7% | nt | -4.7% | i
23 | Cc1ccc(-n2c(O)c(/C=N/N3CCOCC3)c(=O)[nH]c2=S)cc1 | -1.1 | -0.6 | -2.6 | 0.2% | 3.5% | 1.9% | i | i
24 | O=[N+]([O-])c1c2ccccc2cc2ccccc12 | -2.2 | -15.4&-3.4 | -0.6 | 13.4% | -14.9% | -2.7% | -17.6% | i
25 | Nc1nc(SCc2ccc(F)cc2)n[nH]1 | 2.8 | 7.4 | 1.3 | 5.9% | -1.7% | 0.3% | -59.9%[inhibitor] | i
26 | CCOc1cc(/C=C2\C(=O)NC(=O)N(C)C2=O)cc([N+](=O)[O-])c1O | -16.6 | 3.4 | -1.7 | -2.2% | 2.5% | -0.1% | -7.0% | i
27 | CCCCC(=O)N/N=C/c1c(O)n(CC)c(=S)[nH]c1=O | -10.3 | -5.3 | -3.0 | -1.3% | 7.4% | 0.7% | -7.0% | i
28 | Cc1ccc(S(=O)(=O)N2CC2(C)CCl)cc1 (configuration not stated) | -2.3 | 2.0 | -0.2 | 2.7% | -11.3% | -0.1% | -53.4%[inhibitor] | i
29 | O=P(NS(=O)(=O)c1ccccc1)(Oc1ccccc1)Oc1ccccc1 | 14.7 | 1.7 | 4.2 | -7.9% | -1.7% | -2.6% | i | i
30 | Cc1ccc2c(c1)[C@@H]1CN(C)CC[C@@H]1N2C(=O)Nc1cccc(C(F)(F)F)c1 | -13.5 | -34.1 | -0.9 | -5.7% | 7.4% | -1.4% | 1.6%[57.5 µM] | i
31 | O=C(c1ccc2c(c1)OCO2)N1CCC2(CC1)OCCO2 | -1.7 | -4.6 | 3.9 | 2.1% | 12.6% | -3.1% | i | i
32 | COc1ccc(NC(=O)c2cn(CCC#N)nc2-c2cccc([N+](=O)[O-])c2)cc1 | 0.4 | 1.8 | 0.4 | -1.9% | 3.9% | 0.1% | i | i
33 | CSc1ccc(CN2CCN(C(=O)Cc3ccccc3)CC2)cc1 | 0.0 | -6.3 | -1.2 | 11.1% | -0.3% | nt | -76.5%[inhibitor] | i
34 | C=C1CC[C@@]2(O)[C@H]3Cc4ccc(O)c5c4[C@@]2(CCN3CC2CC2)[C@H]1O5 | 0.0 | -6.7&5.6 | -0.9 | 10.0% | 8.8% | -3.4% | -2.0% | nt
35 | CN(C)[C@@H]1C(=O)C(C(N)=O)=C(O)[C@@]2(O)C(=O)C3=C(O)c4c(O)ccc(Cl)c4[C@@](C)(O)[C@H]3C[C@@H]12 | -24.1 | -18.9&5.9 | 1.0 | 8.5% | -7.1% | -0.5% | -3.9% | i
36 | COC(=O)C1=C(c2ccc3ccccc3c2)C[C@@H]2CC[C@H]1N2C(=O)N1CCC(O)CC1 | -16.4 | -13.6 | 1.9 | 10.9% | -0.9% | 1.4% | -62.3%[inhibitor] | i
37 | Cn1c(=O)c2c(nc(N/N=C/c3c(O)n(C4CCCCC4)c(=S)[nH]c3=O)n2C)n(C)c1=O | ? | -2.6 | -0.5 | -4.1% | 7.4% | -5.0% | i | i
38 | COC(=O)C1=Nc2ccccc2/C1=C\c1c(O)n(-c2cc(OC)ccc2OC)c(=O)[nH]c1=O | -8.8 | 3.3 | -1.2 | -1.2% | 1.2% | 1.0% | i | i
39 | CC(C)Oc1cccc(NC(=O)c2cccn(Cc3ccc4c(c3)OC(F)(F)O4)c2=O)c1 | 1.9 | 7.0 | 0.8 | -13.2% | -12.0% | -0.9% | -10.6%[57.5 µM] | i
40 | COc1cc(C(=O)Nc2ccc(Br)cc2C(=O)c2ccccc2Cl)cc(OC)c1OC | 2.0 | 1.3 | -1.2 | -2.3% | 5.8% | 1.1% | i | i
41 | CCOC(=O)c1c(C)n(Cc2ccccc2)c2ccc(OCC(O)CNC(C)(C)C)cc12 (configuration not stated) | 37.0 | 6.2 | -1.8 | 7.6% | -3.0% | -3.6% | -2.9% | i
42 | COc1ccc(C(=O)CC2(CC(=O)c3ccc(OC)cc3)C(=O)N(C)C(=O)N(C)C2=O)cc1 | -12.1 | 0.1 | 1.0 | 2.5% | -3.5% | 0.6% | -16.8%[57.5 µM] | i
43 | NC(=O)Nc1ccc(C(=O)OCC(=O)Nc2ccc(Cl)cc2C(=O)c2ccccc2)cc1 | 24.1 | -9.7 | -1.9 | 3.0% | 6.5% | -5.0% | i | i
44 | COc1cccc(N=Cc2c(O)n(Cc3ccco3)c(=O)[nH]c2=O)c1 | 14.8 | 2.0 | -1.4 | -1.9% | -12.2% | -1.0% | -23.3% | i

Not all compounds are listed. The share of hits here may be higher or lower than overall.
